Bioassay records (PubChem)
GPT2 inhibitor = Primary qHTS assay for inhibitors of Glutamate pyruvate transaminase 2 (GPT2). Alanine aminotransferase 2 (Homo sapiens), Q8TD30. AID 1671188, 2021. 100,000 compounds, 0.25% hits. Potency, µM (series often up to 57.7 µM), for inactives: at the top dose activity change, negative = inhibition, actives largely listed as inhibitors. Recombinant GPT2, coupled pyruvate oxidase/HRP Amplex Red fluorescence; also: potency is read from the fitted curve at half-maximal effect; nearly all actives have a fitted effect of over 60% in size; many of its hits are not listed in these tables
Target sequence (Q8TD30 whole entry, looked up): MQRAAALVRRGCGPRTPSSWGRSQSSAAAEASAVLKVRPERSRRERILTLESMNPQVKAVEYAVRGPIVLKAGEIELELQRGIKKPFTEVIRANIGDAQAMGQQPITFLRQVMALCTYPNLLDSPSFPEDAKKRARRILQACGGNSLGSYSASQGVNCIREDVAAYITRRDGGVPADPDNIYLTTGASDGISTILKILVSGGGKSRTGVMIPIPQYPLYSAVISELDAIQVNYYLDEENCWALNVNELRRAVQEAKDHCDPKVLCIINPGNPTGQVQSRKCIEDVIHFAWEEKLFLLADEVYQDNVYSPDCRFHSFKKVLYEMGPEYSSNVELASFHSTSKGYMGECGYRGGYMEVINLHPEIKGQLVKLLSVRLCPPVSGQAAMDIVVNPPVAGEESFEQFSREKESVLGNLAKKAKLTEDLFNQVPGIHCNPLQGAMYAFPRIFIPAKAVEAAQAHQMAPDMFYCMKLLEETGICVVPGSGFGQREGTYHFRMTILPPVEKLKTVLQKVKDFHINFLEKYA
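Fluorescence read-out: pyruvate from GPT2 turnover coupled to pyruvate oxidase, HRP and Amplex Red (0.2mM ThPP, 0.2U/mL PO and HRP, 50uM Amplex final). Substrates 250uM a-KG, 2mM L-alanine; enzyme 10ng/uL; 30 min RT.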
IP6K1 inh = Primary qHTS assay for small molecule inhibitors of Inositol hexaphosphate kinase 1 (IP6K1). 140,000 compounds, 0.81% hits. activity change, % (series mostly up to about 58 µM). Inositol hexakisphosphate kinase 1 (Homo sapiens), Q92551. IP6K1 kinase, ADP-Glo luminescence, 2 h; stronger effect = lower value; in the data active = activity change below about -25%
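ADP-Glo luminescence measures ADP made by human IP6K1 during a 2 h RT reaction with ATP/IP6 (mix at 1.3 mM/130 uM); top library doses 57.5 and 19.1 uM final.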
SNCA expr inh = Primary qHTS assay for inhibitors of alpha-synuclein gene (SNCA) expression | HEK-293 SNCA-luciferase knock-in, luminescence, 24 h | Potency, µM (highest dose often 57.2 µM), without a hit: top-dose activity change, negative = inhibition, actives largely listed as inhibitors | 140,000 compounds, 0.17% hits;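 also: potency is read from the fitted curve at half-maximal effect; plate controls were DMSO cells for no effect and cell-free wells for full effect; nearly all actives have a fitted effect of over 45% in size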
FLuc inh = Firefly luciferase inhibition profiling of diverse chemical library using quantitative high-throughput screening | Luciferin 4-monooxygenase (Photinus pyralis), P08659 | purified P. pyralis luciferase, luminescence, biochemical | Potency, µM (doses to about 115 µM), without a hit: at the highest dose activity change, negative = inhibition, hits mostly inhibitors | 76,000 compounds, 2.5% hits; also: potency is read from the fitted curve at half-maximal effect; nearly all actives have a fitted effect of over 65% in size
Target sequence (P08659 whole entry, looked up): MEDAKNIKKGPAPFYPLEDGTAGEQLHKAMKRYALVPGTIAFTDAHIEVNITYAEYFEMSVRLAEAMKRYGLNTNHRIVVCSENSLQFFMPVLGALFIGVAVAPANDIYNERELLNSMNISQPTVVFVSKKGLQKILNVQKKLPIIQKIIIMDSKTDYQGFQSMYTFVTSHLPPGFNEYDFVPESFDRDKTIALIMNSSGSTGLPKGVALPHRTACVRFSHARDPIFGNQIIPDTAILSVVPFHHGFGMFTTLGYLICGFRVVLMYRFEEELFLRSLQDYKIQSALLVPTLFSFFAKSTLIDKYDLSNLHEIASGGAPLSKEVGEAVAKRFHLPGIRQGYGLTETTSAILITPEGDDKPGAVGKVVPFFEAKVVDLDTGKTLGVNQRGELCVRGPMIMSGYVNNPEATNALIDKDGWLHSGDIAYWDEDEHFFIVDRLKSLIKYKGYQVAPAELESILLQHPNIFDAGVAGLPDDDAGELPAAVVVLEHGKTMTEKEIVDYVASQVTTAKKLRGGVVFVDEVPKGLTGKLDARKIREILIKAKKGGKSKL
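Luminescence read by CCD imager after adding enzyme (10nM final) to wells holding compound, titrated in qHTS. Substrates 10uM each D-luciferin and ATP; buffer 50mM Tris acetate pH 7.5, 10mM Mg acetate, Tween-20, BSA.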
HEK293 tox = Cytotoxic Profiling in HEK 293 Cell Line of Diverse Libraries Using Quantitative High-Throughput Screening; HEK 293 viability, ATP luminescence (CellTiter-Glo), 48-72 h; Potency, µM (series often up to 115 µM), without a hit: top-dose activity change, negative = cytotoxicity, most hits filed as inhibitors; 94,000 compounds, 6.6% hits; AID 1345083, 2018; also: potency is read from the fitted curve at half-maximal effect; nearly all actives have a fitted effect of over 60% in size
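Viability of HEK 293 cells, plated at 250 cells/well, was judged by cellular ATP after compound treatment for 48 or 72 hr. Luminescence was imaged 10 min after CellTiter-Glo addition at room temperature.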
HEK293 viab = GF-AFC viability counterscreen for inhibitors of alpha-synuclein gene (SNCA) expression | Potency, µM (doses to about 57.1 µM), inactives show at the highest dose activity change, negative = cytotoxicity, usual class: cytotoxic | AID 1671193, 2021 | HEK-293-SNCA-luc viability, GF-AFC fluorescence, 24 h | 150,000 compounds, 0.12% hits;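 also: potency is read from the fitted curve at half-maximal effect; 0% = DMSO-treated cells and -100% = medium-only wells without cells; nearly all actives have a fitted effect of over 30% in size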
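HEK-293-SNCA-luc cells (1500/well) plated 24 h, then exposed 24 h to a dilution series; GF-AFC added 30 min at 37C, fluorescence 405/540 nm; normalised to medium-only and DMSO wells, Hill fit.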
3T3 cytotox = Cytotoxic Profiling in NIH 3T3 Cell Line of Diverse Libraries Using Quantitative High-Throughput Screening; Potency, µM (titrated, usually from 96.7 µM), for the others: at the highest dose activity change, negative = cytotoxicity, hits mostly inhibitors; 94,000 compounds, 4.3% hits; NIH 3T3 viability, CellTiter-Glo ATP luminescence, 48-72 h; also: potency is read from the fitted curve at half-maximal effect; nearly all actives have a fitted effect of over 55% in size
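Cytotoxicity was measured by CellTiter-Glo ATP luminescence after 48 or 72 h compound exposure at 37 °C. Mouse NIH 3T3 fibroblasts were seeded at 400 cells/well and dosed by 23 nL pin transfer.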
* hit, by the source's call; i = inactive; u = inconclusive; x = no result given; & = joins results of further samples; [ ] = another dose, or the depositor's remark. Unless noted, calls follow the shape of the dose curve; as a rule, active = well fitted curve in the direction sought with a large enough effect; inconclusive = small, poorly fitted or top-dose-only effect, or another doubt; inactive = no such curve, though single readings can be large; an effect the other way counts as inactive or inconclusive. Unless noted, % is scaled to controls: 0 for no effect and ±100 for the full control effect. The list is partial; rates above refer to the full screens.

SMILES	GPT2 inhibitor	IP6K1 inh	SNCA expr inh	FLuc inh	HEK293 tox	HEK293 viab	3T3 cytotox
COCCc1noc(C2Cc3ccccc3N2C(=O)Nc2cc(C)cc(C)c2)n1 (stereo not drawn)	i	15	38%[activator]	-18%	u	1%	-18%
O=C(NC1C[C@H]2CC[C@@H](C1)N2C(=O)COc1ccc(F)cc1)c1ccncc1 (stereo partly drawn)	-3%	24	14%	-3%	-24%	6%	-21%
CCCc1noc(-c2cccn3c(CNC(=O)c4ccc(F)cc4)nnc23)n1	i	17	19%	-8%	-11%	-13%	-19%
CC(C)NC(=O)C(C)[C@@H]1CC[C@@]2(C)CC[C@H](N[S+](C)(=O)[O-])[C@@H](C)[C@@H]2[C@H]1O (stereo partly drawn)	3%[88.5 µM]	7	1%[87.6 µM]	0%[172 µM]	-14%[172 µM]	-8%[87.6 µM]	-26%[138 µM]
Cc1cccc(-c2nc(Cn3c(SCc4cccc(C(F)(F)F)c4)nc4ccncc43)c(C)o2)c1	x	-3	-17%	x	x	-18%	x
COc1ccc(C(=O)N[C@H](Cc2ccccn2)C2CC(O)C2)cc1F (stereo partly drawn)	-6%	3	13%	-1%	i	0%	i
O=C(Nc1ccc(Br)cc1)c1cc2nc(-c3ccccc3)cc(-c3ccccc3)n2n1	x	-9	6%	x	x	24%	x
COc1cc(NC(=O)c2nnn(CC(=O)Nc3cc(C)ccc3C)c2N)cc(OC)c1	x	3	-1%	x	x	-6%	x
NC(=O)COc1ccc(-c2noc(COc3ccc(Cl)cc3)n2)cc1	x	27	32%[activator]	x	x	-19%	x
Cc1ccc(NC(=O)N2CCC3(CC2)CC(Cc2nc(-c4ccccc4)no2)CCO3)cc1C (stereo not drawn)	-21%	-1	7%	0%	u	-8%	u
Cc1ccc(CNS(=O)(=O)c2cc(C(=O)Nc3ccc(C(C)C)cc3)ccc2F)cc1	x	6	u	x	x	-3%	x
O=C1NC2(CCN(C(=O)c3ccccc3)C2)N=C1c1ccccn1 (stereo not drawn)	i	-5	12%[87.6 µM]	1%[172 µM]	u	3%[87.6 µM]	-9%[138 µM]
O=C(NCC(c1ccc2c(c1)OCO2)N1CCN(c2ccccc2)CC1)c1ccccc1F (stereo not drawn)	x	-10	98%[activator]	x	x	1%	x
CCCCCn1c(=N)c(S(=O)(=O)c2ccccc2)cc2c(=O)n3ccccc3nc21	x	24	-7%	x	x	1%	x
O=S1(=O)NC2(CCCN(CCc3ccccc3)C2)COc2ccccc21 (stereo not drawn)	-11%	-4	u	x	-15%	-1%	-17%
Cc1noc(C)c1S(=O)(=O)N1CCC2(CC1)CC(Cc1ccccc1)CCO2 (stereo not drawn)	i	9	24%	x	u	2%	u
O=C(NCc1ccc(C(F)(F)F)cc1)C1CCN(C(=O)c2ccc(-c3cccs3)cc2)CC1	x	-12	x	x	32µM*	x	7.1µM*
Cc1cccc2nc(C(=O)N3CCC4(CC3)CC(c3ccccc3)CN(C)C4)cn12 (stereo not drawn)	2%	-6	u	5%	u	-2%	-2%
COc1cccc2c1OCCCN(Cc1cn(-c3ccccc3)nn1)C2	i	8	-4%	-4%	-28%	-4%	u
COCCCNC(=O)CNC(=O)c1ccc(-c2cccc(C(F)(F)F)c2)cc1	-9%	-4	-6%	x	u	-7%[12.5 µM]	u
O=C1C=CC2OC(c3ccccc3)C(O)C2O1 (stereo not drawn)	i	10	x	x	x	-41%	x
O=C1CO[C@H]2CCN(Cc3ccccc3)CC[C@@H]2N1CCc1cccnc1	i	-3	-5%[87.6 µM]	-1%[172 µM]	u	6%[87.6 µM]	-26%[138 µM]
c1c[nH]c(-c2nc3ccncc3[nH]2)c1	-15%[88.5 µM]	1&-7	0%&-9%[87.6 µM]	u	-27%&-16%[230 µM]	0%&1%[87.6 µM]	-29%&-23%[174 µM]
O=C(NCCn1ccc2ccc(Cl)cc21)C1CC(=O)N(c2n[nH]c3ccccc23)C1 (stereo not drawn)	i	4	-20%	1%	u	-6%	u
CCc1nc2cc(N3CCC(C(=O)O)CC3)cnc2nc1CC	5%	3	3%	-1%	4%	4%	u
CCN1C(=O)CCN(C(=O)CCOC)CC12CCOCC2	u	11	12%	4%	i	-6%	0%
Cc1cc(C)c(NS(=O)(=O)c2cc(-c3onc(C)c3C)ccc2C)c(C)c1	x	14	19%	x	x	2%	x
COC[C@@H]1[C@H](NC(=O)c2cc(S(N)(=O)=O)ccc2OC)[C@@H]2CCO[C@H]12	i	6	-22%	6%	4%	7%	-3%
CCc1cccc(-n2c(=O)c3cccnc3n2CC(=O)Nc2ccccc2C(=O)OC)c1	x	-3	8%	x	x	7%	x
Cc1ccccc1C(=O)Nc1sc2c(c1C(=O)N1CCCCC1)CCC(C)C2 (stereo not drawn)	x	7	-21%	x	x	-20%	x
CCCS(=O)(=O)N1CCc2nc(N3CCN(C)CC3)sc2C1	-4%	2	73%[activator]	5%	-30%	11%	3%
CCOC(=O)c1ccc(NC(=O)c2cc3c(=O)n(C)c4ccccc4c3n2C)cc1	x	22	13%	x	x	-3%	x
Cc1nnc(N2CCN(c3ccccc3F)CC2)c2c1nnn2Cc1ccccc1	x	7	-15%	x	x	-2%	x
CCOC(=O)c1cnc2ccc(C)cc2c1Nc1ccc(OCc2ccccc2Cl)cc1	x	-15	-10%	x	x	-17%	x
COc1ccc(CCNC(=O)CSc2cn(CCNC(=O)c3ccccc3F)c3ccccc23)cc1OC	x	24	-4%	x	x	-23%	x
COc1ccc(CN2CCCC3(CN[S+](=O)([O-])c4cccnc4O3)C2)cc1 (stereo not drawn)	-5%	5	3%	x	2%	0%	i
O=C(NCC1(c2nc(-c3ccccc3)cs2)CCOCC1)c1cccc(-c2noc(C(F)(F)F)n2)c1	i	-15	x	x	x	-3%	x
CN(C)C(=O)N1CCC(c2nc(COc3ccccc3)nn2CCO)CC1	5%	0	-9%	4%	0%	4%	-14%
Cc1cccc(NC(=O)CCn2nc(-c3ccccc3)c3ccccc3c2=O)c1	x	10	-13%	x	x	-1%	x
O=C(COC(=O)c1cccc(NC(=O)c2ccc(Br)cc2)c1)c1ccc(Br)cc1	x	-5	82%[activator]	x	x	4%	x
O=C(NC1CCCCC1)c1cc2n(n1)CC(c1ccc(Cl)cc1)OC2 (stereo not drawn)	i	-9	-9%	-6%	u	5%	u
CCC(=O)N1c2ccccc2CC1C(=O)NCc1cc(OC)ccc1OC (stereo not drawn)	x	5	-13%	x	x	-22%	x
CCc1cccc(C)c1NC(=O)C1CCN(S(=O)(=O)c2c(C)noc2/C=C/c2c(C)cc(C)cc2C)CC1	x	19	-17%	x	x	-9%	x
COc1ccc(C)cc1-n1cnc2cc(C(=O)NC3CCCC3)ccc21	x	3	8%	x	x	13%	x
COc1ccc(-c2ccc(C(=O)NCc3ccccc3F)c(Cl)c2)nn1	x	-12	x	x	u	x	-30%
COc1ccc(N2CC3CCC(C2)N3Cc2ccc(Cl)cc2)cc1	u	-2	-15%	x	u	8%	-30%
Cc1nc2c(c(-c3ccc(O)cc3)n1)CN(C(=O)c1ccc(C(F)(F)F)cc1)CCC2	i	4	11%	6%	-29%	-6%	-18%
CCc1ccc(N2CCn3c2nc2c3c(=O)n(Cc3cccc(C)c3)c(=O)n2C)cc1	x	-2	u	x	x	-8%	x
CC(C)N(C(=O)CSc1nc2ccc(Cl)cc2[nH]1)c1ccccc1	x	-6	-13%	x	x	-29%	x
CCn1ccc(C(=O)NCC(=O)N2CCCCCNC(=O)CC2c2ccccc2)n1 (stereo not drawn)	i	5	-16%	-2%	0%	-9%	-3%
Cc1cccc(C(=O)N2CCC(OC3CCN(C)CC3)CC2)c1	i	-3	-9%	-3%	-12%	5%	-23%
COC(=O)c1ccc(Cl)cc1NC(=O)N(C)CCc1c(C)nn(C)c1C	x	8	45%[activator]	x	x	-12%	x
COc1ccccc1CNC(=O)CCCN1C(=O)CSc2c1c(C)nn2-c1ccccc1	x	9	14%	x	x	3%	x
COc1ccc(Nc2nc3c(S(=O)(=O)c4ccccc4)nnn3c3ccc(Cl)cc23)c(OC)c1	x	13	-10%	x	x	1%	x
O=C([C@H]1C[C@H](Oc2cccnc2)CN1C(=O)NC1CCCC1)N1CCOCC1	1%	19	u	0%	i	u	0%
CCC(Nc1ncnc2nc[nH]c12)c1nc2cccc(F)c2c(=O)n1-c1ccccc1 (stereo not drawn)	u	-5	x	x	x	-24%	x
Cc1ccc(CN2CCCCCNC(=O)[C@@H]3CCC[C@@H]32)s1	i	5	22%	-3%	u	-3%	u

Structures above with a Cl atom, in the order listed:
SMILES	GPT2 inhibitor	IP6K1 inh	SNCA expr inh	FLuc inh	HEK293 tox	HEK293 viab	3T3 cytotox
NC(=O)COc1ccc(-c2noc(COc3ccc(Cl)cc3)n2)cc1	x	27	32%[activator]	x	x	-19%	x
O=C(NCCn1ccc2ccc(Cl)cc21)C1CC(=O)N(c2n[nH]c3ccccc23)C1 (stereo not drawn)	i	4	-20%	1%	u	-6%	u
CCOC(=O)c1cnc2ccc(C)cc2c1Nc1ccc(OCc2ccccc2Cl)cc1	x	-15	-10%	x	x	-17%	x
O=C(NC1CCCCC1)c1cc2n(n1)CC(c1ccc(Cl)cc1)OC2 (stereo not drawn)	i	-9	-9%	-6%	u	5%	u
COc1ccc(-c2ccc(C(=O)NCc3ccccc3F)c(Cl)c2)nn1	x	-12	x	x	u	x	-30%
COc1ccc(N2CC3CCC(C2)N3Cc2ccc(Cl)cc2)cc1	u	-2	-15%	x	u	8%	-30%
CC(C)N(C(=O)CSc1nc2ccc(Cl)cc2[nH]1)c1ccccc1	x	-6	-13%	x	x	-29%	x
COC(=O)c1ccc(Cl)cc1NC(=O)N(C)CCc1c(C)nn(C)c1C	x	8	45%[activator]	x	x	-12%	x
COc1ccc(Nc2nc3c(S(=O)(=O)c4ccccc4)nnn3c3ccc(Cl)cc23)c(OC)c1	x	13	-10%	x	x	1%	x
